Source: PubChem (several laboratories)
CHOP inhibitor – blocks CHOP induction under ER stress | CHO-K1 CHOP-promoter luciferase, tunicamycin-induced, 15-18 h | 220,000 tested, 3.8% active | inhibition, % at 10 µM;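 active = compounds that reduced the stress-induced luciferase reporter signal by more than about 70% of percent inhibition, limit read from the data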;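 note: 0% = tunicamycin plus vehicle and 100% = wells without tunicamycin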
NPY1 pot ag – human NPY-Y1 potentiation or agonism, primary screen; activation, % at 3.6 µM; NPY-Y1 expressing cells, potentiator/agonist activation; 220,000 tested, 0.37% active; AID 1304; in the data active = activation above about 33%, passing the limit was not always enough;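 note: cells stimulated with NPY at EC10 then isoproterenol at EC100; 0% = low agonist plus stimulus and 100% = saturating agonist plus stimulus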
S1P4 agonist – agonists of human S1P4 receptor; O95977; S1P4-expressing cell line, agonist reporter assay; activation, % at 4.98 µM; 220,000 tested, 0.35% active; in the data active = activation above about 11%;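 note: 0% = DMSO vehicle and 100% = reference agonist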
TRPML3 agonist – human mucolipin-3 channel agonism; Q8TDD5; HEK293 TRPML3-YFP, Fluo-8 calcium fluorescence; 100% = the carbachol control signal; activation, % at 3 µM; 220,000 tested, 0.29% active;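 active = activation above its plate's cutoff, the mean activation of the plate's test wells plus 3 SD, cut at about 12% in these data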;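 note: 0% = DMSO only wells and 100% = carbachol wells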
Target sequence (Q8TDD5 whole entry, looked up): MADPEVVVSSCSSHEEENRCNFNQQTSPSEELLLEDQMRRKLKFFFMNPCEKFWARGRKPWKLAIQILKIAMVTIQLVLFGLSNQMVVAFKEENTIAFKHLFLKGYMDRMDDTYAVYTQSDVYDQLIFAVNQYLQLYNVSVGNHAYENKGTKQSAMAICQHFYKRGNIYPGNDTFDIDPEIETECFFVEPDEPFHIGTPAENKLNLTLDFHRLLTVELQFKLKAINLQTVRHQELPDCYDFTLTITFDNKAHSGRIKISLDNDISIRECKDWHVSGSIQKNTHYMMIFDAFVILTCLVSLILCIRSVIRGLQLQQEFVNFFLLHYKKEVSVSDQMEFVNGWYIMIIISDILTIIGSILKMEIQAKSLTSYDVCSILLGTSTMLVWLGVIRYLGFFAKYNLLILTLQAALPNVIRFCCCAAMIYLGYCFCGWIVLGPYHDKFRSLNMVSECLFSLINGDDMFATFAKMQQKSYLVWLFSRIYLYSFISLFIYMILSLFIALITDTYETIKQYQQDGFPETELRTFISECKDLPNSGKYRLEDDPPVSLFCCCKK
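system = HEK293 cells stably carrying human TRPML3-YFP | doses = one concentration, 3 µM nominal, 0.3% DMSO | timing = dye loading 1 h 37 °C then 30 min ambient, 125 s read | detection = Fluo-8 calcium dye fluorescence, ex 470-495, em 515-575 nm | benchmarks = high control carbachol 87 µM, low control DMSO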
S1P4 antag – human S1P4 receptor antagonism; AID 1510; S1P4-expressing cells, antagonist mode, reporter read-out; inhibition, % at 4.98 µM; O95977; 220,000 tested, 0.26% active; in the data active = inhibition above about 29%;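 note: 0% = wells stimulated with agonist and 100% = vehicle wells without agonist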
NPY-Y1 antag – NPY-Y1 (human) receptor antagonism. inhibition, % at 3.6 µM. AID 1040. HEK293-CNG Y1 cells, membrane potential fluorescence; NPY at EC95, then isoproterenol. 200,000 tested, 1% active. P25929;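 active = inhibition above the campaign mean inhibition of all tested compounds plus 3 SD, cut at about 20% in these data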;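 note: 0% = DMSO wells given NPY plus isoproterenol and 100% = isoproterenol alone without NPY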
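material = HEK293 cells with Y1 receptor plus CNG channel | also added = NPY 25 nM then isoproterenol 1 µM plus Ro 20-1724 25 µM | schedule = dye 3 h, compound 60 min room temperature, stimulation 45 min | measured by = membrane potential fluorescence | benchmarks = high control isoproterenol alone, low control NPY with isoproterenol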
NPY-Y2 PAM-ag – human NPY-Y2 potentiation or agonism, primary screen; P49146; cells expressing NPY-Y2, potentiator/agonist read-out; activation, % at 3.6 µM; 220,000 tested, 0.45% active; in the data active = activation above about 27%;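 note: cells stimulated with NPY near EC25 plus isoproterenol at EC100; 0% = vehicle plus submaximal agonist and 100% = vehicle plus saturating agonist; some results beyond the cut were filed as inactive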
EP2 mod – modulators of human EP2 prostaglandin E2 receptor | P43116 | AID 940 | 260,000 tested, 0.83% active | induction, % at 25 µM | EP2-expressing cells, cAMP HTRF FRET, PGE2 co-stimulation;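 active = compounds whose cAMP rise, as percent of the full-agonist control response, exceeds 60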;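 note: rat C6 glioma line stably carrying human EP2 under a CMV promoter; the protocol text gives 20 µM as final concentration; 100% = response of wells given 1 µM PGE2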
Target sequence (P43116 whole entry, looked up): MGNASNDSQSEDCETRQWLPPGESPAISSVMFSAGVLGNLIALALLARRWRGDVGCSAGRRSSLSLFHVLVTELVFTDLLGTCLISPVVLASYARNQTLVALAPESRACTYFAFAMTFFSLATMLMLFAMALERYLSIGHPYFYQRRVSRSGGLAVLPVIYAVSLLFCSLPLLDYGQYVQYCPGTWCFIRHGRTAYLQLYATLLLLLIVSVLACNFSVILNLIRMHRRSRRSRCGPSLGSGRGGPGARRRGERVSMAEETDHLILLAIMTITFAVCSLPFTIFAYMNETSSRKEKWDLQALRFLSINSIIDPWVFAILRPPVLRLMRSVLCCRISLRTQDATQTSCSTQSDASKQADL
zfTRPN1 agonist – zebrafish TRPN1 (NompC) channel agonism | HEK293 zebrafish TRPN1-YFP, Fluo-8 calcium fluorescence; 100% = response to 87 µM carbachol | activation, % at 3 µM | 220,000 tested, 0.18% active | AID 1424;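 active = activation above its plate's cutoff, the mean activation of test wells on that plate plus 3 SD, cut at about 19% in these data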;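 note: 0% = DMSO alone and 100% = 87 µM carbachol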
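Material – zebrafish TRPN1-YFP in HEK293 cells · Doses – 3 µM single point · Schedule – dye 1 h 37 °C plus 30 min RT · Signal – Fluo-8 calcium fluorescence, excitation 470-495 nm, emission 515-575 nm · Read-out – % activation versus carbachol response · Control set – carbachol high, DMSO low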
Numbers without * were called inactive; x = no result given; & = joins results of further samples.

SMILES	CHOP inhibitor	NPY1 pot ag	S1P4 agonist	TRPML3 agonist	S1P4 antag	NPY-Y1 antag	NPY-Y2 PAM-ag	EP2 mod	zfTRPN1 agonist
Cc1ccccc1CSc1n[nH]c(NS(=O)(=O)c2ccccc2)n1	-3.7	25.6	1.9	0.7	-6.4	-3.3	3.5	-28.5	-2.4
COCCCNC(=O)c1c(N)n(-c2ccccc2)c2nc3ccccc3nc12	25.6	15.4	3.5	0.1	-2.9	x	-15.5	-2.9	2.6
Nc1nc(SCC(=O)Nc2ccc(OCc3ccccc3)cc2)n[nH]1	4.6	-2.7	-0.9	0.2	6.6	x	9.4	-17.3	0.1
COc1ccc(OCCSc2nnc(C)n2-c2ccccc2)cc1	8.6	-4.9	2.6	-0.1	-15.1	4.4	2.6	-2.8	-0.7
O=C(COC(=O)c1ccccc1NS(=O)(=O)c1cc([N+](=O)[O-])ccc1Cl)c1ccccc1	5.2	-15.3	0.7	0.7	-6.0	1.1	7.1	-29.6	1.5
O=C(NCc1ccncc1)C(=O)N/N=C/c1cccnc1	-24.0	2.6	1.1	-0.7	7.5	-9.7	-13.5	13.7	-0.2
COC(=O)c1cc(-c2ccc(C)o2)nc2ccccc12	5.8	4.6	0.6	-0.5	-12.5	0.8	-0.6	8.9	0.1
COc1cc(C(F)(F)F)c(C(=O)N(C)Cc2ccc(Cl)c(Cl)c2)cn1	17.5	12.8	14.7*	0.6	2.4	x	3.1	-15.8	0.0
CCOC(=O)c1sc(/N=C/c2ccc(O)cc2O)cc1C	94.4*	8.0	0.3	0.4	-12.2	-2.3	-3.2	18.9	-1.3
CCCCC(=O)NC(=S)Nc1ccc(NC(=O)C(C)C)c(OC)c1	11.0	14.1	-0.9	0.8	19.3	-1.2	-7.0	10.0	2.6
COc1ccc2c(C)cc(=O)oc2c1C	5.3	-3.1	1.3	0.1	-31.1	-2.7	5.9	18.5	-0.2
CCCCNC(=O)c1ccc(CS(=O)(=O)c2cccc(C(F)(F)F)c2)o1	17.9	0.1	-1.9	0.6	1.7	-4.5	23.3	-5.7	0.1
COc1cc(/C=C2\SC(=S)N(N(C)c3ccccc3)C2=O)ccc1O	0.6	16.1	0.3	3.5	5.3	x	-20.4	-20.5	5.0
CCC(C)c1ccc2oc(-c3ccc(NC(=O)Cn4cnc5c(=O)n(C)c(=O)n(C)c54)cc3)nc2c1 (stereo not drawn)	78.9*	5.5	0.0	-0.1	-26.4	-4.3	1.9	0.2	-0.8
Cc1cccc(C)c1NC(=O)CSc1nnc([C@H](C)NC(=O)OC(C)(C)C)o1	79.2*	-28.9	-0.1	-0.1	2.0	-6.3	-13.2	34.5	1.5
O=C(CCN1C(=O)S/C(=C\c2ccccc2)C1=O)Nc1ccc(S(=O)(=O)Nc2nccs2)cc1	13.4	43.4	-0.1	0.7	-16.5	3.4	-0.7	-39.1	1.3
COc1ccc2c(c1)-c1nc(/N=C/c3cccc(OC)c3O)sc1CC2	32.7	10.9	-1.3	-0.3	0.6	1.2	-3.5	-37.5	-1.4
COc1cc([N+](=O)[O-])ccc1NC(=O)Cc1ccc(F)cc1	-4.7	-27.2	8.3	0.3	-5.8	1.8	6.4	27.3	-0.8
COc1ccc(Cc2nc(N)nc(N)n2)cc1	8.4	8.2	0.2	0.3	0.1	-4.3	3.1	-47.0&29.6	-0.6
CC(C)(C)NC(=O)COC(=O)/C=C/c1ccc(F)cc1	11.2	16.1	3.2	1.1	-22.3	-2.0	0.9	5.8	0.8
Cc1sc2nc(C(C)C)oc(=O)c2c1C	8.8	18.4	-0.8	0.5	-18.4	8.1	-0.3	21.4	1.8
Cn1c(CNS(=O)(=O)c2ccc(Cl)cc2)n[nH]c1=S	10.5	-17.1	-2.5	1.1	-4.1	5.0	-8.4	3.9	0.0
COc1cc(/C=C/C(=O)O)cc(S(=O)(=O)NC2CC2)c1OC	18.9	16.7	1.0	0.7	-21.5	0.3	13.0	21.3	1.1
O=C1C2C3C=CC(C3)C2C(=O)N1CCN1CCN(Cc2ccc([N+](=O)[O-])cc2)CC1 (stereo not drawn)	-12.1	-0.2	0.9	2.3	-3.2	-2.7	12.2	-9.4	2.9
Cc1nn(Cc2ccc(Cl)cc2)c(C)c1NC(=O)CCCn1nc([N+](=O)[O-])c(Cl)c1C	56.4	1.5	-0.1	1.3	-12.8	-3.2	5.7	-10.3	1.2

Entries of single compounds as entered above. Screens in order: CHOP inhibitor | NPY1 pot ag | S1P4 agonist | TRPML3 agonist | S1P4 antag | NPY-Y1 antag | NPY-Y2 PAM-ag | EP2 mod | zfTRPN1 agonist
`CCCCC(=O)NC(=S)Nc1ccc(NC(=O)C(C)C)c(OC)c1` is listed with 11.0 | 14.1 | -0.9 | 0.8 | 19.3 | -1.2 | -7.0 | 10.0 | 2.6
`COc1cc(/C=C/C(=O)O)cc(S(=O)(=O)NC2CC2)c1OC` is listed with 18.9 | 16.7 | 1.0 | 0.7 | -21.5 | 0.3 | 13.0 | 21.3 | 1.1

New compounds follow.
SMILES	CHOP inhibitor	NPY1 pot ag	S1P4 agonist	TRPML3 agonist	S1P4 antag	NPY-Y1 antag	NPY-Y2 PAM-ag	EP2 mod	zfTRPN1 agonist
Cc1ccc(C2C(=O)N(C3CCC(C)CC3)CC(=O)N2C2CCCC2)cc1 (stereo not drawn)	68.5	-15.1	0.7	-0.1	-5.1	0.2	4.5	21.2	-0.8
CC(=O)c1c(Nc2ccccc2)sc(C(=O)c2ccccc2)c1C	45.4	-20.9	0.3	-1.3	-5.2	17.5	-24.6	51.5	-2.2
O=C(O)/C=C/C(=O)NCc1ccccn1	-8.1	-3.4	0.4	1.0	-26.3	0.2	-1.9	29.7	2.0
CN1CCN(c2nnc(-c3cccs3)c3ccccc23)CC1	15.6	-9.8	-0.7	1.5	-21.0	5.3	0.3	15.8	1.5
CCOC(=O)C1=C(CSc2nc3c(cc2C#N)CN(C)CC3)OC(N)=C(C#N)C1c1ccc(Cl)cc1 (stereo not drawn)	-31.1	-20.0	0.3	1.1	-4.2	-4.7	-18.8	4.4	4.3
CCOc1ccc(-c2ccc(/C=C3/C(=N)N4C=CSC4=NC3=O)o2)c([N+](=O)[O-])c1	85.9*	-3.7	-0.4	-0.1	-0.6	0.2	-7.9	-11.7	2.0
C/C(=N/OC(=O)c1ccccc1)c1oc(C)nc1C	2.9	14.6	0.2	0.8	-7.2	x	2.4	14.2	-0.2
CCCC(=O)Nc1c(C(=O)OCC)[nH]c2ccccc12	6.3	7.6	-1.7	1.1	-2.2	-1.1	-2.8	14.8	-0.3
COc1ccccc1NC(=O)c1cc(Br)ccc1Cl	27.5	0.7	2.8	-0.8	3.7	8.4	-6.0	-62.3	-2.6
O=C1C2C3C=CC(C3)C2C(=O)N1Cc1ccccc1 (stereo not drawn)	8.0	7.8	3.9	0.1	-2.2	3.3	-8.9	7.1	-0.3
Cc1c(CN2CCC(CO)(Cc3ccccc3)CC2)c2ccccc2n1C	-2.5	-30.4	1.7	0.5	-3.4	5.7	-16.1	-72.8	1.3
CCOC(=O)c1c(NC(=O)CSc2nc3ccccc3c(=O)n2-c2ccccc2)sc(C(C)=O)c1C	23.1	2.2	0.1	0.2	2.3	0.3	2.9	8.2	1.3
CCC(CC)NCC(O)COc1ccc(Br)cc1 (stereo not drawn)	-2.0	-13.0	2.2	2.1	-23.0	2.8	1.1	12.6	2.7
CCOC(=O)c1ccc(CNC(=O)CSc2nnnn2-c2ccc(Cl)cc2)o1	51.8	-8.6	-0.1	-0.9	-9.0	20.4*	-14.5	24.5	-1.2
O=C(CN1CCOCC1)OCCCc1ccccc1	-21.2	0.8	-0.4	0.2	-4.2	-1.8	-7.8	-5.5	1.0
CC(C)n1c(N2CCN(C(=O)Nc3ccccc3)CC2)nc2ccccc21	6.5	-12.3	0.7	-0.4	0.9	2.5	-4.4	-11.1	-0.2
C=CCOC(=O)C1=C[C@H](c2ccc(C(F)(F)F)cc2)[C@@H](CCCO)[C@H](OCC)O1	-18.2	18.4	-0.7	-0.4	3.2	-7.5	-7.5	21.7	-1.2
CCOc1ccc(NC(=O)N(C2CCCCC2)C(C)c2cccnc2)cc1 (stereo not drawn)	33.7	6.5	-1.2	0.2	-20.5	2.3	5.4	16.1	0.0
Cc1ccc(NC(=O)c2cncc(Br)c2)c([N+](=O)[O-])c1	34.9	12.3	1.1	0.8	1.8	-3.7	6.2	-19.4	0.5
CCOc1ccc(NS(=O)(=O)c2ccc(NC(=O)C3CCCO3)cc2)cc1 (stereo not drawn)	-0.2	4.8	-2.0	1.6	-19.7	3.6	-0.8	-28.3	2.4
CCn1c(SCC(=O)Nc2cc(C)on2)nnc1-c1cccs1	22.6	17.7	0.5	0.4	-8.1	3.9	8.7	17.1	0.1
O=[N+]([O-])c1ccc(-c2cnc[nH]2)cc1	-11.0	11.5	-0.6	0.5	-5.3	x	-9.9	-0.5	-1.2
COc1ccc(N2CCC(CNC(=S)Nc3cc(C)ccc3C)C2)cc1 (stereo not drawn)	1.4	6.4	0.4	0.3	-7.3	x	-23.4	0.6	-0.5
Cc1c(/C=N/NC(=O)c2cccnc2)cc(C#N)n1C	-11.7	10.5	-0.3	0.8	-15.4	-6.5	4.2	6.0	0.3
CC(C)c1ccccc1NC(=O)CNCCc1ccc(C(F)(F)F)cc1	75.8*	-2.3	-1.1	-0.7	5.4	x	-42.1	31.3	-1.7

In the list so far, 6 have fluorine.
SMILES	CHOP inhibitor	NPY1 pot ag	S1P4 agonist	TRPML3 agonist	S1P4 antag	NPY-Y1 antag	NPY-Y2 PAM-ag	EP2 mod	zfTRPN1 agonist
COc1cc(C(F)(F)F)c(C(=O)N(C)Cc2ccc(Cl)c(Cl)c2)cn1	17.5	12.8	14.7*	0.6	2.4	x	3.1	-15.8	0.0
CCCCNC(=O)c1ccc(CS(=O)(=O)c2cccc(C(F)(F)F)c2)o1	17.9	0.1	-1.9	0.6	1.7	-4.5	23.3	-5.7	0.1
COc1cc([N+](=O)[O-])ccc1NC(=O)Cc1ccc(F)cc1	-4.7	-27.2	8.3	0.3	-5.8	1.8	6.4	27.3	-0.8
CC(C)(C)NC(=O)COC(=O)/C=C/c1ccc(F)cc1	11.2	16.1	3.2	1.1	-22.3	-2.0	0.9	5.8	0.8
C=CCOC(=O)C1=C[C@H](c2ccc(C(F)(F)F)cc2)[C@@H](CCCO)[C@H](OCC)O1	-18.2	18.4	-0.7	-0.4	3.2	-7.5	-7.5	21.7	-1.2
CC(C)c1ccccc1NC(=O)CNCCc1ccc(C(F)(F)F)cc1	75.8*	-2.3	-1.1	-0.7	5.4	x	-42.1	31.3	-1.7

Rows are unselected; 6.5% or so of the library scored in one or more.
